Screens: PubChem, National Center for Advancing Translational Sciences (NCATS)
Imprint erasure: induces erasure of genomic imprints in mouse ES cells | mouse ES Peg3-LacZ reporter, beta-gal luminescence, 40 h | Potency, µM (doses to about 60.7 µM), for inactives: at the top dose activity change, positive = activation, actives largely listed as activators | 110,000 compounds, 0.02% hits | AID 1948;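 also: 0% = negative control wells on the plate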
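Each well holds 300 Peg3LacZ-Neo (maternal) female ES cells incubated 40 h at 37C, 5% CO2. LacZ is measured by BetaGlo luminescence, with AC50 and maximum efficacy derived from dose-response curves.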
p53ts 32C kill: p53ts cell cytotoxicity, permissive temperature; H1299-p53A138V at 32C, ATP luminescence viability, 24 h; Potency, µM (titrated, usually from 46.1 µM), for inactives: top-dose activity change, negative = cytotoxicity, most hits filed as cytotoxic; 130,000 compounds, 0.93% hits;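 also: 0% = DMSO and -100% = full killing by reference compound; nearly all actives have a fitted effect of over 55% in size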
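H1299-p53 A138V cells (temperature-sensitive p53) exposed 24 h to up to 46 uM compound at 32C, where p53 is wild-type in conformation. Viability read as ATP luminescence and normalised to DMSO and 100 uM tamoxifen. AC50 fitted with the Hill equation.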
p53ts 39C tox: p53ts cell cytotoxicity, nonpermissive temperature. 130,000 compounds, 1.5% hits. Potency, µM (doses to about 46.1 µM), for the others: top-dose activity change, negative = cell killing, usual class: cytotoxic. H1299-p53A138V viability at 39C, ATP luminescence, 24 h; also: nearly all actives have a fitted effect of over 55% in size
IkB signaling: inhibitors of IkB signaling in ABC-DLBCL cells. ABC-DLBCL IkBa-CBG/CBR dual luciferase ratio, 4 h; response scale: scaled: untreated 0%, proteasome inhibitor 100%. Potency, µM (highest dose often 57.1 µM), for the others: top-dose IkBa stabilization activation. 110,000 compounds, 0.04% hits; active = well fitted curve in the direction sought with a large enough effect in the signal ratio, not every such curve was filed as active; inconclusive = small, poorly fitted or top-dose-only effect, or a change in a side signal; the % refers to the signal ratio;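 also: the direction sought is a rising ratio; 0% = basal untreated cells and 100% = reference inhibitor full response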
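Luminescence ratio of IκBα-fused green versus native red beetle luciferase in OCI-Ly3 cells, 4 h post-doxycycline with compound; red signal alone, scaled from basal (0%) to zero light (-100%), flagged nonspecific or cytotoxic effects.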
The depositor's hits bear a star; [ ] = another dose, or the depositor's remark. Unless noted, calls follow the shape of the dose curve; as a rule, active = well fitted curve in the direction sought with a large enough effect; inconclusive = small, poorly fitted or top-dose-only effect, or another doubt; inactive = no such curve, though single readings can be large; an effect the other way counts as inactive or inconclusive. Unless noted, % is scaled to controls: 0 for no effect and ±100 for the full control effect; potency is read from the fitted curve at half-maximal effect.

Cc1sc2nc(N)sc2c1C was read as Imprint erasure -10%, p53ts 32C kill 6%, p53ts 39C tox -8% and IkB signaling -0.8%.
Screening O=C(NC1CCS(=O)(=O)C1)c1ccccc1C(=O)c1ccccc1 (stereo unspecified) returned Imprint erasure 1%, p53ts 32C kill -4%, p53ts 39C tox 11% and IkB signaling 1.0%.
COc1ccc(CCNC(=O)CCn2c(=O)c3ccccc3n(Cc3cc(C)ccc3C)c2=O)cc1OC was read as Imprint erasure -9%[10.9 µM], p53ts 32C kill 6%, p53ts 39C tox 16% and IkB signaling -4.8%.
`O=C(NCc1ccc2c(c1)OCO2)C1CCN(S(=O)(=O)c2cccc3nsnc23)CC1` gave Imprint erasure -12%, p53ts 32C kill 6%, p53ts 39C tox 2% and IkB signaling -0.6%.
`O=S(=O)(c1ccc(C2=CSC3=NCCN23)cc1)N1CCOCC1` gave Imprint erasure -11%, p53ts 32C kill -13%, p53ts 39C tox 3% and IkB signaling 2.0%.
For COCCN1C(=O)C(O)=C(C(C)=O)C1c1ccc(OC)c(OC)c1 (stereo unspecified) the results were Imprint erasure 13%, p53ts 32C kill 11%, p53ts 39C tox -8% and IkB signaling 0.5%.
CCc1ccc(NC(=O)c2ccc3c(=O)n4nc(Nc5ccccc5C)sc4nc3c2)cc1 was read as Imprint erasure 5%[10.9 µM], p53ts 32C kill 13µM*, p53ts 39C tox inconclusive and IkB signaling inconclusive.
Screening Cc1cc(C)cc(OCC(=O)Nc2ccc(N3CCCC3)cc2)c1 returned p53ts 32C kill 5% and p53ts 39C tox -4%.
For O=C(c1ccncc1)N1CCC2(CC1)CN(c1ncccn1)C2 the results were p53ts 32C kill -3%, p53ts 39C tox 0% and IkB signaling 0.8%[11.4 µM].
`CCc1cccc(NC(=O)c2c(N3CCCC3=O)c3cc(C)ccc3n2C)c1` gave Imprint erasure 9%[10.9 µM], p53ts 32C kill 13%, p53ts 39C tox -3% and IkB signaling -0.3%.

Reprinted from the part before: 2 compounds, then new ones.
For O=C(c1ccncc1)N1CCC2(CC1)CN(c1ncccn1)C2 the results were p53ts 32C kill -3%, p53ts 39C tox 0% and IkB signaling 0.8%[11.4 µM].
`CCc1cccc(NC(=O)c2c(N3CCCC3=O)c3cc(C)ccc3n2C)c1` gave Imprint erasure 9%[10.9 µM], p53ts 32C kill 13%, p53ts 39C tox -3% and IkB signaling -0.3%.
O=C(CN(Cc1ccco1)C(=O)c1cc(=O)[nH]c2ccccc12)Nc1ccccc1C(F)(F)F was read as Imprint erasure -11%, p53ts 32C kill -4%, p53ts 39C tox 3% and IkB signaling -0.1%.
Screening CC1Cc2ccccc2N1CC(=O)NC(=O)NCc1ccco1 (stereo unspecified) returned Imprint erasure -14%, p53ts 32C kill 10%, p53ts 39C tox -11% and IkB signaling 2.5%.
`Cc1cccc(C(=O)Nc2ccc(C(=O)OCc3cc(=O)n4c5c(sc4n3)CCCC5)cc2)c1` gave Imprint erasure -16%[10.9 µM], p53ts 32C kill 11%, p53ts 39C tox -6% and IkB signaling 0.0%.
For O=C(NCc1ccco1)C(c1ccccc1F)N(CC1CCCO1)C(=O)Cn1nnc2ccccc21 (stereo unspecified) the results were Imprint erasure -5%, p53ts 32C kill 5%, p53ts 39C tox 12% and IkB signaling 5.7%.
For CC(=O)N1CCCc2cc(S(=O)(=O)N3CCC(C(=O)NCc4ccccc4)CC3)ccc21 the results were Imprint erasure -6%[10.9 µM], p53ts 32C kill -8%, p53ts 39C tox -11% and IkB signaling 9.7%.
Cc1c2c(n3c(nc4ccccc43)c1C#N)N(Cc1cccnc1)CC2 was read as Imprint erasure 1%, p53ts 32C kill 3%, p53ts 39C tox 7% and IkB signaling 0.5%.
Screening CS(=O)(=O)Nc1cccc(-c2ccc3ncnc(NC4CC4)c3c2)c1 returned Imprint erasure -8%, p53ts 32C kill -8%, p53ts 39C tox 4% and IkB signaling 5.2%[11.4 µM].
CCOc1ccc(C(=O)Nc2ccc3oc(-c4cccnc4)nc3c2)cc1 was read as Imprint erasure -11%[10.9 µM], p53ts 32C kill -2%, p53ts 39C tox 5% and IkB signaling 1.6%.
CCOc1ccc(OCCCCN(C)C)cc1 was read as Imprint erasure -12%, p53ts 32C kill -5%, p53ts 39C tox 9% and IkB signaling 1.2%.
CN(C)c1ccc(-c2nccc(NCc3cccs3)n2)cc1 was read as Imprint erasure -32%[inhibitor], p53ts 32C kill 7.9µM*, p53ts 39C tox 5µM* and IkB signaling 13%[11.4 µM].
For Cc1nn(-c2ccc(F)cc2)c2sc(C(=O)OC3CCOC3=O)cc12 (stereo unspecified) the results were Imprint erasure 1%, p53ts 32C kill -3%, p53ts 39C tox -6% and IkB signaling -0.1%.
For CCn1c(SCC(=O)Nc2nc3ccccc3s2)nc2c(c1=O)SC(C)C2 (stereo unspecified) the results were Imprint erasure -20%, p53ts 32C kill -5%, p53ts 39C tox inconclusive and IkB signaling inconclusive.
Cc1ccc2cc(CN(CC3CCCO3)C(=O)c3ccco3)c(=O)[nH]c2c1C (stereo unspecified) was read as p53ts 32C kill 1%, p53ts 39C tox 6% and IkB signaling 4.3%.
Screening O=C(CN1C(=O)COc2ccc(S(=O)(=O)N3CCCCCC3)cc21)N1CCN(c2ccccc2)CC1 returned Imprint erasure -12%[10.9 µM], p53ts 32C kill 8%, p53ts 39C tox -5% and IkB signaling 4.7%.
`COC(=O)c1cc(C(=O)OC)cc(N2C(=O)CC(N3CCN(c4ccccc4)CC3)C2=O)c1` (stereo unspecified) gave Imprint erasure -5%, p53ts 32C kill -2%, p53ts 39C tox 3% and IkB signaling 3.1%.
`CCCS(=O)(=O)N1CCCC(C(=O)NCCCN2CCN(c3ccccc3F)CC2)C1` (stereo unspecified) gave Imprint erasure 8%, p53ts 32C kill -5%, p53ts 39C tox 7% and IkB signaling 1.5%.
Screening Cc1ccc(-c2ccc(CCC(=O)O)n2CC(=O)O)cc1 returned Imprint erasure -1%, p53ts 32C kill -5%, p53ts 39C tox 11% and IkB signaling -1.5%.
Cc1ccc(Nc2c(-c3ccc(N4CCOCC4)cc3)nc3c(C)cccn23)cc1 was read as Imprint erasure 12%[10.9 µM], p53ts 32C kill -10%, p53ts 39C tox -13% and IkB signaling -3.5%.
`COC(=O)C1CCN(C(c2cc(OC)c(OC)c(OC)c2)c2sc3nc(C)nn3c2O)CC1` (stereo unspecified) gave Imprint erasure -42%[inhibitor], p53ts 32C kill -16%, p53ts 39C tox -4% and IkB signaling -1.8%.
COc1ccc(CNC(=O)c2cc3c(=O)n4ccccc4nc3n(CC3CCCO3)c2=N)cc1 (stereo unspecified) was read as Imprint erasure -5%, p53ts 32C kill 6%, p53ts 39C tox 10% and IkB signaling -1.3%.

Reprinted from above, 4 compounds:
For Cc1nn(-c2ccc(F)cc2)c2sc(C(=O)OC3CCOC3=O)cc12 (stereo unspecified) the results were Imprint erasure 1%, p53ts 32C kill -3%, p53ts 39C tox -6% and IkB signaling -0.1%.
For CCn1c(SCC(=O)Nc2nc3ccccc3s2)nc2c(c1=O)SC(C)C2 (stereo unspecified) the results were Imprint erasure -20%, p53ts 32C kill -5%, p53ts 39C tox inconclusive and IkB signaling inconclusive.
Cc1ccc2cc(CN(CC3CCCO3)C(=O)c3ccco3)c(=O)[nH]c2c1C (stereo unspecified) was read as p53ts 32C kill 1%, p53ts 39C tox 6% and IkB signaling 4.3%.
Screening O=C(CN1C(=O)COc2ccc(S(=O)(=O)N3CCCCCC3)cc21)N1CCN(c2ccccc2)CC1 returned Imprint erasure -12%[10.9 µM], p53ts 32C kill 8%, p53ts 39C tox -5% and IkB signaling 4.7%.

(more compounds)
NC(=O)NCC1CC1 was read as Imprint erasure -6%, p53ts 32C kill -7% and p53ts 39C tox 12%.
`O=C(Nc1ccccc1)N1CC[C@@]2(CCCN(C(=O)c3cc(C(F)(F)F)cc(C(F)(F)F)c3)C2)C1` gave p53ts 32C kill 0%, p53ts 39C tox -9% and IkB signaling -1.4%[11.4 µM].
`CCN(CC)CCCNC(=O)C1CCN(S(=O)(=O)CC)CC1` gave Imprint erasure -15%[10.9 µM], p53ts 32C kill 0%, p53ts 39C tox -22% and IkB signaling -0.1%.
`C=CCn1c(C)cc(C(=O)CSc2nc3ccccc3c(=O)[nH]2)c1C` gave Imprint erasure -22%, p53ts 32C kill -19%, p53ts 39C tox -27% and IkB signaling inconclusive.
For Cc1c(NC(=O)c2ccc3c(c2)OCO3)cccc1-c1nc2ncccc2o1 the results were Imprint erasure -14%, p53ts 32C kill 0%, p53ts 39C tox -8% and IkB signaling inconclusive.
`CCOC(=O)c1ccc(NC(=O)c2cc(S(=O)(=O)N3CCOCC3)ccc2O)cc1` gave Imprint erasure -12%, p53ts 32C kill -19%, p53ts 39C tox -4% and IkB signaling inconclusive.
For CCc1cc2c(cc3c(=O)n(CC(=O)NC(C)c4ccccc4)ncn32)s1 (stereo unspecified) the results were Imprint erasure -8%[10.9 µM], p53ts 32C kill -1%, p53ts 39C tox -21% and IkB signaling 0.8%.
CC(Sc1nncn1C)C(=O)Nc1ccccc1-c1ccccc1 (stereo unspecified) was read as Imprint erasure -5%, p53ts 32C kill 0%, p53ts 39C tox -3% and IkB signaling 0.2%.
Screening C=C1CC(C)OC(c2ccccc2OCC(O)CN2CCCCC2)C1 (stereo unspecified) returned Imprint erasure -18%, p53ts 32C kill 2%, p53ts 39C tox -7% and IkB signaling -0.3%.
For Cc1ccc(-n2c(SCC(=O)Nc3c(C)cccc3C)nc(O)c(C)c2=O)cc1 the results were Imprint erasure -4%[10.9 µM], p53ts 32C kill -4%, p53ts 39C tox 16% and IkB signaling -0.2%.
CC(=O)c1ccc(NC(=O)CC2Oc3ccc(C)cc3NC2=O)cc1 (stereo unspecified) was read as Imprint erasure 9%[10.9 µM], p53ts 32C kill 4%, p53ts 39C tox -4% and IkB signaling -0.7%.
`CCn1c(SCc2nc3cc(OC)c(OC)cc3c(=O)[nH]2)nnc1-c1ccncc1` gave Imprint erasure -5%, p53ts 32C kill 6%, p53ts 39C tox -3% and IkB signaling 0.8%.
CC(C)C(=O)Cc1ccc2ccccc2n1 was read as Imprint erasure 0%[10.9 µM], p53ts 32C kill 5%[9.22 µM], p53ts 39C tox -5%[9.22 µM] and IkB signaling 0.9%[11.4 µM].
For C=CCn1c(SCc2cc(C(=O)OC)c(C)o2)nnc1-c1ccncc1 the results were Imprint erasure -12%, p53ts 32C kill -8%, p53ts 39C tox -2% and IkB signaling 1.8%.
For O=C(CC1N=C2c3ccccc3N=C(SCc3cccc(Cl)c3)N2C1=O)NCc1ccc2c(c1)OCO2 (stereo unspecified) the results were Imprint erasure 0%[10.9 µM], p53ts 32C kill 21%, p53ts 39C tox 22% and IkB signaling 0.3%.
Screening COCCNC(=O)CSc1ccc(C)cc1 returned Imprint erasure 3%, p53ts 32C kill -10%, p53ts 39C tox 1% and IkB signaling -1.9%.
`CCCNC(=O)Cc1ccsc1` gave Imprint erasure -4%, p53ts 32C kill -3%, p53ts 39C tox -17% and IkB signaling 2.2%.
Screening Cc1ccc2[nH]c3c(=O)n(CC(=O)N(C)Cc4ccccc4)ncc3c2c1 returned Imprint erasure -13%[10.9 µM], p53ts 32C kill 7%, p53ts 39C tox 9% and IkB signaling inconclusive.
For COC(=O)[C@H](C)NC(=O)[C@@H](C)CO the results were p53ts 32C kill 1%[9.22 µM] and p53ts 39C tox 1%[9.22 µM].
Screening CCOc1cc(C(=O)Nc2ccc(S(=O)(=O)Nc3cc(C)on3)cc2)cc(OCC)c1OCC returned Imprint erasure -9%, p53ts 32C kill 0%, p53ts 39C tox -9% and IkB signaling 3.1%.
`Cn1c(=O)c2c(nc(CN3CCN(c4ccccc4)CC3)n2CCCc2ccccc2)n(C)c1=O` gave Imprint erasure 5%, p53ts 32C kill 0%, p53ts 39C tox 8% and IkB signaling 1.1%.
Cc1ccc(NC(=O)Cn2ncn3c(cc4ccccc43)c2=O)cc1C was read as Imprint erasure 15%[10.9 µM], p53ts 32C kill 5%, p53ts 39C tox -10% and IkB signaling 0.1%.
